CHT inh = human CHT choline transport inhibition; CHT-expressing cells, membrane potential dye, choline response; stronger effect = lower value; 310,000 compounds, 0.86% hits; B-score at 10 µM;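 active = B-score over 3 SD under the library average, and starting fluorescence ratio not unusually high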;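 note: choline stimulus applied at its EC90 after an EC20 pre-addition; B-score computed on integrated fluorescence ratio after choline addition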
CHT allo act = allosteric activators of human choline transporter CHT. Q9GZV3. CHT-expressing cells, membrane potential dye, choline EC20; stronger effect = higher value; LV-AA mutant CHT in HEK293 cells. B-score at 10 µM. 310,000 compounds, 0.49% hits. AID 488977;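 active = initial fluorescence not abnormally high and integrated response B-score, plate-corrected, over 3 SD above library mean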
STK33 kinase inh = blocks human STK33 kinase activity; Q9BYT3; purified STK33, MBP phosphorylation, ADP-Glo luminescence; inhibition, % at 10 µM; 320,000 compounds, 0.073% hits;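 active = inhibition at or above 25%, using the most active replicate where run in duplicate; inactive = inhibition below 25%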
Target sequence (Q9BYT3 whole entry, looked up): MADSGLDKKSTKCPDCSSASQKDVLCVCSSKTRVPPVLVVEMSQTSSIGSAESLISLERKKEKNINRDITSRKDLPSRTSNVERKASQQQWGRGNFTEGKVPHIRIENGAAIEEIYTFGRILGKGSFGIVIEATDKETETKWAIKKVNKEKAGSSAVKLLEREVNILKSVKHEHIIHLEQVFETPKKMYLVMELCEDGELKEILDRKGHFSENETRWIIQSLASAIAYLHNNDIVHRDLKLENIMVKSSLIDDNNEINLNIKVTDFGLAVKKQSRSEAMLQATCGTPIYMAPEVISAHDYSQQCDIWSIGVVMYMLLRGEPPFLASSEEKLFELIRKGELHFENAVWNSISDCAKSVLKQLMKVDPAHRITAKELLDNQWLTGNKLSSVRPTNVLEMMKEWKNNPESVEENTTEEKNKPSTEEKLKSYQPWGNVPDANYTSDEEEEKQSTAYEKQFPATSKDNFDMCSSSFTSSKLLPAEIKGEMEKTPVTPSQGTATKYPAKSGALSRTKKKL
* = called active by the depositor; i = inactive; nt = not tested or not shown.

SMILES	CHT inh	CHT allo act	STK33 kinase inh
NC(=O)c1cnn(-c2cc(Oc3ccccc3)ncn2)c1N	i	i	0.0
COc1ccc(NC(=O)CS(=O)(=O)c2ccccc2Cl)cc1	i	i	-0.3
O=C(Nn1c(SCc2ccc(F)cc2)nc2ccsc2c1=O)c1ccccc1	i	i	-1.0
COc1ccc(NC(=O)C2C3C=CC(O3)C2C(=O)O)cc1 (stereo not drawn)	i	i	-0.7
Cc1ccc(C(=O)N/N=C/C=C/c2ccccc2)o1	i	i	-1.1
COC(=O)c1ccccc1NC(=O)CN(C)S(=O)(=O)c1ccc(OC)cc1	i	i	0.7
CCOc1cc(C(=S)N2CCOCC2)ccc1OS(=O)(=O)c1ccc(C)cc1	i	i	-0.2
CCOC(=O)c1sc(NC(=O)c2ccc(S(=O)(=O)N3CCOCC3)cc2)nc1-c1ccccc1	i	i	-1.3
CCCn1c2ccc(F)cc2c2nnc(SCCN3CCCCC3)nc21	i	i	-3.2
CCCCN(C(=O)NC(=O)Nc1cccc(C)c1C)S(C)(=O)=O	i	i	-0.8
COCCNC(=O)/C=C/c1c(Cl)cccc1Cl	i	i	-3.1
CCCC(=O)Nc1cccc2c1CCCC2	i	i	-0.9
CC(=O)Oc1ccccc1N(C(C)=O)S(=O)(=O)c1ccc2ccccc2c1	i	i	-4.3
COc1ccc(CNC(=O)CSc2nnc3nc(C)cc(C)n23)cc1OC	i	i	-1.9
Cn1c(=O)n(Cc2ccccc2F)c(=O)c2c1nc1n2CCN1Cc1ccco1	i	i	-1.3
CC(C)OCCCNC(=O)C1CCN(S(=O)(=O)c2ccc3nc4c(c(C(=O)O)c3c2)CCCCC4)CC1	i	i	-0.8
CN1CCN(C(=S)c2ccc(Br)cc2)CC1	i	i	-0.8
Cc1ccc(NC(=O)CN(C)Cc2cc(=O)n3ccsc3n2)cc1	i	i	-0.6
O=C(c1cccc(F)c1)N1CCCC(C(=O)N2CCCC2)C1 (stereo not drawn)	i	i	-1.3
COc1cccc(/C=N/NC(=S)Nc2cccnc2)c1	i	i	-3.9
COc1cc(/C=C2/C(=O)NN(c3ccc(Cl)c(Cl)c3)C2=O)cc([N+](=O)[O-])c1O	i	i	-0.9
COc1ccc(C(=O)Nn2c(SCC(=O)NCc3ccco3)nc3ccccc3c2=O)cc1	i	i	-2.1
O=C(N/N=C\c1ccc([N+](=O)[O-])s1)c1cncc(Br)c1	i	i	0.0
O=C(CCCN1C(=O)/C(=C\c2cccs2)SC1=S)Nc1ccc(C(=O)O)cc1	i	i	-0.3
COc1ccccc1N1CCN(CCCNC(=O)Nc2ccccc2C)CC1	i	i	0.1
COCCSc1ccccc1C(=O)Nc1cccnc1	i	i	-2.2
O=C(Nc1ccc(Cl)cc1)c1ccc2snnc2c1	i	i	-0.8
O=C(NCc1ccncc1)C(F)(F)C(F)(F)C(=O)NCc1ccncc1	i	i	0.5
COc1ccc(-n2c(O)c(/C=N/NS(=O)(=O)c3ccc(C)cc3)c3ccccc3c2=O)cc1OC	i	i	nt
COC(=O)c1sc(N)c(C(=O)OC)c1Cn1ncc(Cl)c(Cl)c1=O	i	i	-1.0

Pulled one by one from the list above (4):
SMILES	CHT inh	CHT allo act	STK33 kinase inh
O=C(Nc1ccc(Cl)cc1)c1ccc2snnc2c1	i	i	-0.8
O=C(N/N=C\c1ccc([N+](=O)[O-])s1)c1cncc(Br)c1	i	i	0.0
COCCSc1ccccc1C(=O)Nc1cccnc1	i	i	-2.2
COc1cccc(/C=N/NC(=S)Nc2cccnc2)c1	i	i	-3.9

Single records (already shown):
Results for COc1ccc(C(=O)Nn2c(SCC(=O)NCc3ccco3)nc3ccccc3c2=O)cc1 : CHT inh = i; CHT allo act = i; STK33 kinase inh = -2.1
Results for CN1CCN(C(=S)c2ccc(Br)cc2)CC1 : CHT inh = i; CHT allo act = i; STK33 kinase inh = -0.8

Next compounds follow:
SMILES	CHT inh	CHT allo act	STK33 kinase inh
C=CCNc1nc2ccccc2nc1NS(=O)(=O)c1ccc(F)cc1	i	i	-0.8
CCc1nnc(NC(=O)C2CCCN(c3nc4ccccc4s3)C2)s1 (stereo not drawn)	i	i	0.9
Cc1ccn2c(C(=O)CSc3ccccc3)c(C)nc2c1	i	i	-0.7
CCC(=O)Nc1cccc(NC(=O)c2ccccc2Br)c1	i	i	-0.7
CCc1ccc(N=C2N=C(N)c3ccccc32)cc1	i	i	-5.7
Cc1noc(C)c1C(=O)NCCCN1CCCC1=O	i	i	-1.8
CCN(Cc1cc2cc(OC)ccc2[nH]c1=O)C(=O)c1ccncc1	i	i	-0.2
COc1cc(/C=N/n2c(=S)[nH]nc(C)c2=O)cc([N+](=O)[O-])c1O	i	i	1.8
NC(=O)c1cc(S(=O)(=O)N2CCCC2)ccc1OCc1ccc(F)cc1	i	i	-1.3
N#Cc1c(Cl)nc2c(c1C#N)CCCC2	i	i	-2.1
CC(C)(C)OC(=O)[C@H](Cc1ccccc1)NC(=O)c1nc[nH]c1C(=O)NCC(=O)OCc1ccccc1	i	i	-0.7
CC(C)CN(C(=O)c1ccc(Br)o1)C1CCS(=O)(=O)C1 (stereo not drawn)	i	i	-1.7
N#C/C(C(N)=O)=C1/SC=C(c2ccccc2)N1c1ccccc1	i	i	-1.3
O=C(c1ccccc1F)N1C(=O)c2cccc3cccc1c23	i	i	-1.7
Cc1cc(NC(=O)CSc2ncn[nH]2)no1	i	i	1.5
CS(=O)(=O)c1nc([N+](=O)[O-])nn1CCCc1ccccc1	i	i	0.8
Cc1ccc(C)c(NS(=O)(=O)c2ccc3oc(=O)ccc3c2)c1	i	i	-3.3
COC(=O)N1C(=O)[C@](CC(C)C)(c2ccccc2)N1C(=O)OC	i	i	-0.6
COc1ccc(OC)c2sc(N3CCN(C(=O)c4ccc5ncsc5c4)CC3)nc12	i	i	2.8
Cc1ccc(N2C(=O)N(CC(=O)Nc3ccccc3C)C(=O)C2C)cc1 (stereo not drawn)	i	i	-3.9
Cc1c(NC(=O)c2cc(-c3ccc(Cl)c(Cl)c3)on2)c(=O)n(-c2ccccc2)n1C	i	i	-0.5
Cc1nn(CC(=O)NCc2ccccc2Cl)c(C)c1[N+](=O)[O-]	i	i	0.6
Cc1cc(F)ccc1NCC(=O)Nc1ccc(Br)cc1C	i	i	0.2
Cc1cccc(C(=O)Nc2scc(CC(C)C)c2C(=O)O)c1	i	i	-1.1
CCOc1ccc(C2C(C(=O)NC)=C(C)Nc3nc4ccccc4n32)cc1OC (stereo not drawn)	i	i	-0.4
CC(SCc1ccccc1)C(=O)Nc1ccc(F)cc1 (stereo not drawn)	i	i	-2.0
O=C(/C=C/c1ccc(Cl)cc1)c1cccnc1	i	i	7.3
Cc1ccc(NC(=S)N2CCN(Cc3ccccc3)CC2)c(C)c1	i	i	-2.7
C[N+]1(CC2COC3(CCCCC3)O2)CCCCC1 (stereo not drawn)	i	i	0.2
O=C(CCN1CCOCC1)Nc1cc(C(=O)Nc2ccc(Cl)cc2)ccc1N1CC2CC(C1)c1cccc(=O)n1C2 (stereo not drawn)	i	i	1.7
Cc1nn(CC(=O)NCC2CCCO2)c(=O)c2cc3ccccc3n12 (stereo not drawn)	-5.7*	i	-2.8
CCCCC(=O)Nc1nnc(S(=O)(=O)N2CCCCCC2)s1	i	i	-1.4
CCCn1c(/N=C/c2c[nH]c3ccccc23)nc2ccccc21	i	i	0.2
C=CCC(C(=O)OC)(C(=O)OC)c1ccc([N+](=O)[O-])cn1	i	i	0.4
COc1cc(NC(=O)/C=C/c2ccccc2)c(C(=O)O)cc1OC	i	i	1.9
Cc1c(C(=O)O)sc2[nH]c(=O)n(Cc3ccccc3)c(=O)c12	i	i	0.2
CCOc1cc(/C=N/NC(=O)NN(C)c2ncc(C(F)(F)F)cc2Cl)ccc1O	i	i	2.6
COCCN(C(=O)CCC(=O)Nc1cc(C)on1)C(C(=O)NC(C)(C)C)c1cccc(OC)c1OC (stereo not drawn)	-5.79*	i	-0.9
CC(CCc1ccccc1)NC(=O)c1nnc(Cc2ccc(Cl)cc2)o1 (stereo not drawn)	i	i	11.8
Cc1ccc2[nH]c(CN3CCC(CO)(CC4CCCCO4)CC3)c(C)c2c1 (stereo not drawn)	i	i	0.5
O=C(CN1C(=O)NC2(CCCCC2)C1=O)NC1CCCc2ccccc21 (stereo not drawn)	i	i	nt
COc1ccc(C(C(=O)NC(C)(C)C)N(C(=O)CCC(=O)Nc2cc(C)on2)c2c(C)cccc2C)cc1 (stereo not drawn)	i	i	0.4
COc1ccc2nc3oc(C(=O)N4CC(C)CC(C)C4)cc3cc2c1 (stereo not drawn)	i	i	-1.5
COc1ccc(C(=O)O/N=C/c2ccc(S(=O)c3ccc(Cl)cc3)nc2)cc1 (stereo not drawn)	i	i	-2.1
O=C(Nc1ccccc1N1CCOCC1)c1cc(F)cc(F)c1	i	i	-0.8
Cc1nc2cc(NC(=O)CS(=O)(=O)c3ccc(F)cc3)ccc2s1	i	i	-0.2
O=C(O)c1cccnc1SCC(=O)N1CCCCCC1	i	i	-0.6
CC(=O)C1C(=O)C=C(c2ccco2)CC1c1ccccc1 (stereo not drawn)	i	i	-0.5
CC[C@H](C)[C@@H](NC(=O)O[C@@H]1C(=O)c2cc(OC)ccc2O[C@H]1c1ccc(OC)c(Br)c1)C(=O)OC	i	i	0.0
O=C(c1ccc2c(c1)OCO2)N1CCN(C(=O)c2ccco2)CC1	i	i	-0.1
O=C(Nc1cccc(Cl)c1)N(Cc1nc2ccccc2c(=O)[nH]1)C1CCCC1	i	i	0.7
Cc1cc([N+](=O)[O-])nn1CCCC(=O)NCc1ccc(F)cc1	i	i	0.1
COc1ccc(-c2nn(-c3ccccc3)cc2C(=O)O)cc1	i	i	-1.0
COc1ccc(S(=O)(=O)N2CCN(CCC(=O)Nc3ccccc3F)CC2)cc1	i	i	0.0
Cc1ccc(C)c(S(=O)(=O)N2CCCCC2CCNC(=O)C(=O)NC2CCCC2)c1 (stereo not drawn)	i	i	-0.8
COc1ccc(S(=O)(=O)n2ccc(-c3ccc4c(c3)CCC(C)(C)O4)n2)cc1	i	i	-3.0
COc1ccc(-c2noc(CN(C)C(=O)c3ccco3)n2)cc1	i	i	0.1
Cc1ccc(CN2CCN(/N=C/c3ccc(C)s3)CC2)c(C)c1	i	i	-1.0
O=C(CCC(=O)Nc1cccc([N+](=O)[O-])c1)N/N=C/c1cccs1	i	i	-0.7
N#Cc1ccsc1NC(=O)C1CC(=O)N(Cc2ccccc2)C1 (stereo not drawn)	i	i	-1.2

The listing continues.
SMILES	CHT inh	CHT allo act	STK33 kinase inh
O=C(NCS(=O)(=O)c1ccccc1)c1ccccc1	i	i	-1.0
O=c1c2ccccc2nc2n1C(CSc1ccc(F)cc1)CN2 (stereo not drawn)	i	i	0.2
C=CCOC(=O)C1=C(C)NC(=S)NC1c1cccs1 (stereo not drawn)	i	i	-0.6
COc1ccc(-c2ccc(S(=O)(=O)N3CCOCC3)cc2)cc1	i	i	-1.2
Nc1ccccc1C#Cc1cnccn1	i	i	-0.2
CN(C(=O)COC(=O)C1CCN(S(=O)(=O)c2c(Cl)cccc2Cl)CC1)c1ccccc1	i	i	-1.2
CC(C)N(C(=O)Cn1cnc2cc([N+](=O)[O-])ccc2c1=O)C(C)C	i	i	-0.4
Cc1ccc(N(C(=O)c2ccn[nH]2)C(C(=O)NC2CCCC2)c2cccs2)cc1 (stereo not drawn)	i	i	0.5
CC1(C)CC(=O)C2(CC3=C(CC(C)(C)CC3=O)O2)C(=O)C1	i	i	-0.6
COc1ccc(Cl)cc1NC(=O)NCC1CCN(Cc2cc(C)ccc2C)CC1	i	i	0.7
O=C(OCc1nnc(-c2ccc(Cl)cc2)o1)c1ccc(O)cc1	i	i	-1.4
COc1cccc(Oc2cc(Cl)nc(N)n2)c1	i	i	-1.3
COc1cc(/C=C/C(=O)Nc2ccc(N3CCCCC3)c(S(=O)(=O)Nc3ccccc3Cl)c2)cc(OC)c1OC	i	i	-1.7
COC(CNC(=O)CC1C(=O)N(Cc2ccccc2)C(C)c2nc3ccccc3n21)OC (stereo not drawn)	i	i	-1.9
Clc1cccc(Nc2nc(-c3cccnc3)cs2)c1	i	i	-2.3
CCn1ccnc1CN(C)Cc1nc(-c2ccc3c(c2)OCO3)no1	i	i	0.4
CC(NC(=S)NCCCN1CCOCC1)C12CC3CC(CC(C3)C1)C2 (stereo not drawn)	i	i	-2.1
O=C(Nc1cccn(Cc2c(Cl)cccc2Cl)c1=O)c1ccc(Cl)cc1	i	i	-0.4
COc1ccc2c(C)cc(SCC(=O)Nc3ncc(Cl)cc3Cl)nc2c1	i	i	-0.5
NC(=O)C1CCN(C(=O)/C=C/c2cc(Br)ccc2F)CC1	i	i	0.3
CC(C)NC(=O)c1onc(CSc2ccccc2)c1C(=O)O	i	i	-0.6
Cc1ccc(N/C(N)=N/c2nc(CSc3nnc(N)s3)cc(=O)[nH]2)cc1	i	i	0.4

Four compounds from above, showing only CHT allo act and CHT inh.
SMILES | CHT allo act | CHT inh
O=C(Nc1cccc(Cl)c1)N(Cc1nc2ccccc2c(=O)[nH]1)C1CCCC1 | i | i
Cc1cc([N+](=O)[O-])nn1CCCC(=O)NCc1ccc(F)cc1 | i | i
COc1ccc(-c2nn(-c3ccccc3)cc2C(=O)O)cc1 | i | i
COc1ccc(S(=O)(=O)N2CCN(CCC(=O)Nc3ccccc3F)CC2)cc1 | i | i
